Screening results deposited in PubChem by several laboratories.
AGP1 TOR yeast – alters AGP1-GFP fluorescence in TOR pathway yeast screen. AID 2066. GFP response vs DMSO, % at 10 µM. hit rate 0.02% among 320,000. S. cerevisiae AGP1-GFP multiplex flow cytometry, 3 h; GFP as percent of DMSO wells;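 active means GFP response relative to DMSO above a set limit, near screen average plus 3 SD, cut at about 150% in these data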;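 further: median GFP channel fluorescence of the gated AGP1 strain per well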
MEP2-GFP yeast – modulators of TOR pathway MEP2-GFP in S. cerevisiae; S. cerevisiae MEP2-GFP strain, flow cytometry GFP, 3 h; 100% = DMSO control level; GFP response vs DMSO, % at 10 µM; hit rate 0.51% among 330,000; AID 2016;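 active means GFP response versus DMSO above a set limit, roughly screen mean plus 3 SD, cut at about 180% in these data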;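 further: median GFP fluorescence of the barcode-gated MEP2-GFP cells per well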
CIT2-GFP yeast – yeast TOR pathway CIT2-GFP modulation | S. cerevisiae CIT2-GFP strain, flow cytometry, 3 h; 100 means same as DMSO wells | GFP response vs DMSO, % at 10 µM | AID 2029 | hit rate 0.065% among 320,000;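 active means GFP response relative to DMSO above a set limit, near the screen mean plus 3 SD, cut at about 150% in these data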;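 further: ratio of well median GFP fluorescence to mean of DMSO wells on the plate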
RPL19A TOR yeast – yeast TOR pathway RPL19A-GFP modulation; S. cerevisiae RPL19A-GFP strain, flow cytometry, 3 h; active compounds read low; percent response vs DMSO, % at 10 µM; hit rate 0.3% among 330,000;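 active means percent response vs DMSO below 50%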;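 further: median channel GFP fluorescence of the barcoded RPL19A-GFP strain; ratio of sample median GFP to plate DMSO average so 100% = DMSO; lower means less RPL19A-GFP as with rapamycin TOR inhibition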
GRK2 aptamer HTS – blocks RNA aptamer binding to human GRK2; P25098; hit rate 0.59% among 330,000; AID 488847; bead flow cytometry, FAM-aptamer displacement from GRK2; inhibition of aptamer binding, % at 10 µM;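 active means inhibition of aptamer binding above 40%, roughly 3 SD of noise, on plates passing a quality check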;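 further: median bead fluorescence of bound FAM aptamer so fluorescent compounds give negative values; no value below 0 was filed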
LAP4 TOR yeast – yeast TOR pathway LAP4-GFP modulation; S. cerevisiae LAP4-GFP multiplex, flow cytometry GFP, 3 h; median GFP as percent of DMSO wells; GFP response vs DMSO, % at 10 µM; hit rate 0.34% among 320,000; AID 2023;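 active means GFP response vs DMSO above a set limit, about the screen mean plus 3 SD, cut at about 150% in these data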
GASC-1 inh – inhibitors of human GASC-1 (JMJD2C) demethylase. inhibition, % at 2.35 µM. Q9H3R0. GST-JMJD2C(1-420) H3K9me3 demethylation, DELFIA europium. hit rate 0.069% among 330,000;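 active means more than half of a compound's replicate wells show inhibition beyond 50%, single wells judged on their own value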;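 further: signal counts dimethyl H3K9 product captured on neutravidin plate; 0% = median of DMSO wells and 100% = 0.3 times that DMSO median; strong numbers were not always called active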
VLA-4 inh – inhibition in a human VLA-4 binding assay | inhibition, % (about 7 µM as worked out from the volumes in the protocol) | hit rate 0.2% among 330,000 | P13612 | VLA-4 expressing cells, ligand binding flow cytometry; in the data active means inhibition above about 50%
Target sequence (P13612 whole entry, looked up): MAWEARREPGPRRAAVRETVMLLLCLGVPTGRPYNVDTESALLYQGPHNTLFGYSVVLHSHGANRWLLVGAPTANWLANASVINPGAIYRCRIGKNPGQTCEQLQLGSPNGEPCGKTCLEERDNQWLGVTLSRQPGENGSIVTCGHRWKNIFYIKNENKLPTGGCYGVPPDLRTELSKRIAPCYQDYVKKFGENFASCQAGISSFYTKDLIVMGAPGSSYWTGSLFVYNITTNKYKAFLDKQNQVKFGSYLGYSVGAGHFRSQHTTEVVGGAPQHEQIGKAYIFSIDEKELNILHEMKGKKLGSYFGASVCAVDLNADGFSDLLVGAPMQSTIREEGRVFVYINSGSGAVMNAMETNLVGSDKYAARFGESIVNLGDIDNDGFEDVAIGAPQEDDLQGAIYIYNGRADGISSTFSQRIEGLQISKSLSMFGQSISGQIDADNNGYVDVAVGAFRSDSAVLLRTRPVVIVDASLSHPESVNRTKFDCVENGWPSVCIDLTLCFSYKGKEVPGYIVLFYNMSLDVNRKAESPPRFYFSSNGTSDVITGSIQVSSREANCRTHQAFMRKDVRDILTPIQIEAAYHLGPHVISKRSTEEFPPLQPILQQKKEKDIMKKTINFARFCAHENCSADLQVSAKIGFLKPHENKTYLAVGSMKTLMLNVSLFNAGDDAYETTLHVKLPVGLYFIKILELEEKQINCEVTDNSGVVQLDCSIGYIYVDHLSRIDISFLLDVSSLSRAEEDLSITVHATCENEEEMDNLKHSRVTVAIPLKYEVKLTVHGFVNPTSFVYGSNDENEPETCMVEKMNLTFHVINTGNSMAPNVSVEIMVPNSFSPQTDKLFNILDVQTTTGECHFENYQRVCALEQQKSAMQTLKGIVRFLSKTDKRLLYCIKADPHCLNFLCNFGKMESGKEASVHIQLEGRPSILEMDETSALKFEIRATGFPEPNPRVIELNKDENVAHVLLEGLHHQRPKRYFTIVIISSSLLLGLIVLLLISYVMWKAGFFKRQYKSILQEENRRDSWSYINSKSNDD
* = called active by the depositor; i = inactive; · = not tested or not shown. Only part of the results is shown. The share of hits here may be higher or lower than overall.

SMILES	AGP1 TOR yeast	MEP2-GFP yeast	CIT2-GFP yeast	RPL19A TOR yeast	GRK2 aptamer HTS	LAP4 TOR yeast	GASC-1 inh	VLA-4 inh
CCN(CC)C(=O)c1ccc(NC(=O)Cn2nc(C)c3ccccc3c2=O)cc1	99.2	98.0	102.7	100.3	1.0	98.7	2.1	9.8
CCCCCCCSc1cc(OC)c(CCNC)cc1OC	100.8	97.3	92.7	104.5	0.0	99.9	-10.8	61.1*
COc1ccc(/C=C2\C(=O)NC(=S)N(C)C2=O)cc1C	97.9	93.7	92.5	97.3	1.0	109.8	-30.8	6.2
COc1ccc2c(c1OC)C(=O)OC2c1c(O)n(C2CCCCC2)c(=O)[nH]c1=O (configuration not stated)	86.8	92.2	85.8	86.2	0.0	92.1	14.2	5.5
O=C1NC(=O)N(Cc2ccco2)C(=O)/C1=C/c1cccn1CCOc1ccccc1Cl	88.4	94.0	78.6	101.3	1.0	97.3	1.3	7.0
COc1ccc(C(=O)C(Cc2ccccc2)N(C)C)cc1 (configuration not stated)	96.9	93.9	96.2	92.3	0.0	106.7	-2.8	-6.8
O=C(Cc1ccccc1)N1CCN(C/C=C/c2ccccc2)CC1	90.4	99.1	90.7	94.5	0.0	96.0	2.6	1.4
COc1ccc(CCN)cc1OC	98.0	98.0	97.1	97.4	2.0	101.4	2.1	-6.9
CCN(CC)S(=O)(=O)c1ccc(C)c(NCC(=O)Nc2ccc(C#N)c(Cl)c2)c1	103.0	101.0	108.2	100.3	0.0	94.1	-8.7	2.2
CCN(CC)C(=O)c1ccc(NC(=O)c2cccc(S(=O)(=O)N3CCN(Cc4ccccc4)CC3)c2)cc1	105.3	98.3	95.4	94.0	4.0	106.5	8.4	7.6
N#CC1(c2ccccc2)CCN(C2CC(=O)N(c3ccc4c(c3)OCO4)C2=O)CC1 (configuration not stated)	93.8	91.2	91.7	96.6	0.0	96.2	0.6	-2.5
CC(C)(C)[C@]1(O)C[C@@H]2OC(=O)C[C@@]23C(=O)O[C@@H]2OC(=O)[C@H](O)[C@]213	92.6	96.1	92.6	105.1	0.0	101.6	4.0	10.2
Cn1cc(C(=O)OCC(=O)Nc2ccccc2)c2ccccc21	102.8	96.4	96.0	99.5	1.0	106.3	-1.6	6.6
Cc1ccc(C2N3CCCN23)cc1 (configuration not stated)	108.5	103.5	102.1	101.5	4.0	119.3	0.9	-0.4
COc1cc(N2CCOCC2)ccc1C=C1C(=O)NC(=O)NC1=O	100.1	105.2	101.5	105.1	0.0	92.3	3.2	0.7
CC(C)CCP(=O)(O)c1ccccc1	100.7	100.2	100.7	99.8	2.0	100.6	-8.6	0.7
O=C(Cn1c(=O)n(CC2CS2)c2ccccc21)N1CCCCC1 (configuration not stated)	102.2	98.7	104.3	100.5	0.0	101.1	-8.0	-0.2
CN1CCC2(CC1)NC(=O)C1=C(CN(C)CC1)N2	102.6	102.5	99.6	100.6	0.0	90.8	14.2	-0.8
COc1cc2c(C(=O)N3CCN(C)CC3)c(C)n(C)c2cc1Br	93.5	100.2	107.1	95.7	1.0	100.2	0.1	-1.1
O=c1[nH]c(=O)n(CCC2=CCCCC2)c(O)c1C=NC1CCN(Cc2ccccc2)CC1	105.8	102.6	104.1	104.3	0.0	106.0	-0.5	18.9
O=C1NC(=O)N(Cc2ccc(F)cc2)C(=O)/C1=C/c1cccs1	90.8	99.5	76.4	87.7	5.0	169.6*	2.5	44.6
N#CC(C#N)=Cc1cccnc1	97.3	87.9	93.6	100.6	0.0	105.0	19.3	11.1
COc1ccc2c(c1O)-c1c(OC)c(OC)cc3c1[C@H](C2)N(C)CC3	94.5	99.8	95.5	97.9	8.0	94.0	·	14.0
CC(C)=CCOc1c2occc2cc2ccc(=O)oc12	77.5	85.2	69.5	97.5	8.0	109.3	-19.1	7.2
COC(=O)C1=C(c2ccc(OC)c(OC)c2)C[C@@H]2CC[C@H]1N2C(=O)NCCOc1ccccc1Cl	95.3	92.7	96.2	94.9	0.0	99.7	1.1	0.0
Cc1cc(/C=C2/C(=O)NC(=O)N(Cc3ccco3)C2=O)c(C)n1-c1ccccc1	100.6	104.7	102.2	105.0	2.0	96.3	-6.0	-2.0
COc1cc(CN=Cc2c(O)n(C(C)(C)C)c(=O)[nH]c2=O)cc(OC)c1	111.2	100.4	99.2	102.1	4.0	111.6	4.1	13.9
CCCc1cc(=O)oc2cc(OCC(=O)N3C[C@H]4C[C@@H](C3)c3cccc(=O)n3C4)ccc12	100.5	108.0	96.9	97.9	0.0	103.4	27.5	28.5
C=CCn1c(O)c(C(CC)=NCCc2c[nH]c3ccccc23)c(=O)[nH]c1=O	105.7	106.8	95.3	97.8	·	105.1	11.8	-5.9
CCN1CCN(c2cc(N3CCCC3)c(F)cc2[N+](=O)[O-])CC1	105.0	103.9	109.4	101.1	3.0	98.3	8.1	-24.8
CC(C(=O)O)N(C(=O)c1ccccc1)c1ccc(F)c(Cl)c1 (configuration not stated)	92.0	96.9	90.3	90.1	2.0	91.5	-4.6	6.9
O=[N+]([O-])c1ccc(N2CCOCC2)c2cccnc12	103.7	90.9	103.8	97.9	0.0	94.6	-2.7	-0.4
O=C(Cc1ccccc1)OCC(=O)N1CCN(S(=O)(=O)c2ccc(Cl)cc2)CC1	95.9	99.9	96.4	94.8	0.0	94.9	0.6	24.1
Cc1ccc(-c2cc(-c3ccccc3)cc(-c3ccccc3)[n+]2-c2ccc(C(=O)O)cc2)cc1	83.6	97.3	76.2	93.9	2.0	98.8	-1.0	-97.0
CCCCNS(=O)(=O)c1ccc(OCC(=O)N2CCN(Cc3ccc4c(c3)OCO4)CC2)cc1	108.5	101.4	109.8	106.5	0.0	98.9	0.3	6.1
Cc1ccc(CN(Cc2ccccc2)C(=S)NCC(=O)N2CCC3(CC2)OCCO3)o1	102.6	95.5	103.0	101.2	0.0	109.3	6.3	-13.3
Clc1cccc(Cl)c1CN1CCN(c2ccccc2)CC1	98.5	101.1	102.2	91.5	0.0	94.7	4.7	10.3
Cc1ccc(CS(=O)(=O)Cc2ccc(C(=O)N3CCC4(CC3)OCCO4)o2)cc1	99.9	101.7	102.3	94.3	1.0	89.8	1.7	-7.2
COc1ccc(CC2(CCc3ccccn3)C(=O)NC(=O)N(c3ccccc3C)C2=O)cc1OC (configuration not stated)	105.2	97.8	103.2	103.9	0.0	100.4	-5.1	5.0
CC(=O)N1CC(=O)Nc2ccc(Cl)cc2C1c1ccc(F)cc1 (configuration not stated)	101.2	100.8	·	102.9	0.0	92.3	2.2	2.7
Cc1ccc(NC(=O)c2cc(-c3ccccc3)n(CCCN3CCOCC3)c2C)cc1	104.1	107.0	101.1	101.7	0.0	109.0	4.7	5.4
CCOc1ccc2nc(N=Nc3c(O)[nH]c(=O)[nH]c3=O)sc2c1	106.6	100.0	101.7	103.2	0.0	93.2	3.1	0.5
Cc1cccc(CN2CCN(c3ccc(Cl)cc3)CC2)c1	100.4	102.7	96.0	99.4	0.0	114.0	-6.0	-3.0
OC(CCNCCc1c[nH]c2ccccc12)C(F)(F)F (configuration not stated)	101.3	101.1	101.3	108.6	0.0	100.1	-6.6	3.8
CC(=O)N1CN2CN(C(C)=O)CC(C(=O)c3ccc([N+](=O)[O-])cc3)(C2)C1	99.9	96.3	97.6	96.9	0.0	98.0	-2.2	-5.2
CCCC(C)n1[nH]c(=O)c2c1NC(=O)CSC2c1ccccc1 (configuration not stated)	106.3	105.1	92.9	102.6	0.0	95.8	-10.3	4.4
COC(=O)C1=C(c2cccc(Cl)c2)C[C@@H]2CC[C@H]1N2C(=O)NCC1CC1	100.0	105.8	98.9	97.4	2.0	100.8	8.0	4.0
COc1ccccc1/C=C1/C(=N/O)C2CCN1CC2	114.5	107.8	113.3	104.4	5.0	105.3	5.9	20.8
CN1CCN(c2ccc([N+](=O)[O-])c(NCc3ccco3)c2)CC1	110.8	97.6	116.3	107.5	0.0	102.8	4.7	-9.4
CC(C)=CCSc1nnc([C@@H](N)Cc2c[nH]c3ccccc23)o1	103.5	102.2	98.5	100.5	3.0	106.4	9.9	5.9
CCCCn1c(=O)c(C(=O)Nc2ncccc2C)c(O)c2ccccc21	98.2	109.9	106.5	102.5	0.0	98.9	1.8	11.3
Cc1nc2ccc(Cl)cc2c(=O)n1-c1cccc(Cl)c1	100.6	111.3	100.9	102.4	1.0	87.9	-1.2	4.6
O=C1NC(=O)N(c2ccccc2)C(=O)/C1=C/c1ccc(Sc2ccccc2)o1	73.0	88.4	74.8	78.2	0.0	170.0*	-19.0	20.5
CC(=O)Nc1ccccc1C(=O)OCc1ccc(C(=O)c2ccccc2)cc1	103.6	111.0	97.9	101.6	0.0	116.7	6.5	·
Cc1ccccc1CCNCc1cc2cccc(C)c2[nH]c1=O	102.5	105.9	106.7	107.0	1.0	91.1	1.2	-0.4
O=C1/C(=C\c2cc3c(cc2Cl)OCO3)N2CCC1CC2	92.5	101.2	91.4	103.5	0.0	99.8	8.3	14.4
CCOP(=O)(OCC)C(C)(C)NC(=O)C(Cl)(Cl)Cl	103.8	104.8	98.8	104.0	2.0	101.1	-1.3	24.9
O=c1[nH]c(=O)n(Cc2ccccc2)c(O)c1C=NCCN1CCOCC1	93.4	93.5	94.5	93.9	1.0	94.8	2.6	13.1
O=C1C2C3CCC(O3)C2C(=O)N1c1cccc(F)c1 (configuration not stated)	105.1	101.9	107.3	98.2	0.0	104.6	2.2	2.6
O[C@@H]1CCCN2CCc3c([nH]c4ccccc34)[C@H]12	104.4	108.8	98.0	98.1	0.0	105.1	9.1	20.8

5 compounds drawn at random from those above:
SMILES	AGP1 TOR yeast	MEP2-GFP yeast	CIT2-GFP yeast	RPL19A TOR yeast	GRK2 aptamer HTS	LAP4 TOR yeast	GASC-1 inh	VLA-4 inh
Cc1ccccc1CCNCc1cc2cccc(C)c2[nH]c1=O	102.5	105.9	106.7	107.0	1.0	91.1	1.2	-0.4
CC(C)=CCSc1nnc([C@@H](N)Cc2c[nH]c3ccccc23)o1	103.5	102.2	98.5	100.5	3.0	106.4	9.9	5.9
O=C1C2C3CCC(O3)C2C(=O)N1c1cccc(F)c1 (configuration not stated)	105.1	101.9	107.3	98.2	0.0	104.6	2.2	2.6
CCCC(C)n1[nH]c(=O)c2c1NC(=O)CSC2c1ccccc1 (configuration not stated)	106.3	105.1	92.9	102.6	0.0	95.8	-10.3	4.4
COC(=O)C1=C(c2cccc(Cl)c2)C[C@@H]2CC[C@H]1N2C(=O)NCC1CC1	100.0	105.8	98.9	97.4	2.0	100.8	8.0	4.0

Later entries
SMILES	AGP1 TOR yeast	MEP2-GFP yeast	CIT2-GFP yeast	RPL19A TOR yeast	GRK2 aptamer HTS	LAP4 TOR yeast	GASC-1 inh	VLA-4 inh
Cc1cccc(-n2c(O)c(C=NCCN3CCNCC3)c(=O)[nH]c2=S)c1	99.8	97.8	100.2	96.2	2.0	100.3	-14.4	-5.9
CCCCn1c(O)c(C(C)=Nc2ccc3c(c2)CCC3)c(=O)[nH]c1=O	114.3	90.7	113.1	93.4	0.0	103.0	-8.4	-4.9
Clc1cccc(CN2CCCCC2c2cccnc2)c1 (configuration not stated)	110.2	106.5	104.7	103.9	0.0	97.4	0.8	0.7
COC(=O)C1=C(c2cc3ccccc3o2)C[C@@H]2CC[C@H]1N2C(=O)NCCCOC(C)C	110.6	102.5	106.7	104.4	0.0	94.1	3.2	29.4
CCOc1cc(-c2nc3c(C)cccn3c2NCC2CCCO2)ccc1O (configuration not stated)	87.3	94.0	84.5	90.1	0.0	91.3	i	3.8
CCOC(=O)/C(=N\Nc1ccccc1)N1CC1	86.6	93.0	·	89.9	0.0	79.2	34.8	-3.8
